IL1B secr inh: inflammasome signaling inhibition, IL-1 beta readout; THP-1 LPS/ATP IL-1B secretion, AlphaLISA, 16 h; stronger effect = lower value; activity change, % at 57.5 µM; 360,000 compounds, 4.7% hits; in the data active = activity change below about -50%; inconclusive = mostly about -30% to -49%; also: % is scaled to controls: 0 for no effect and ±100 for the full control effect
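THP-1 cells pretreated 1 hr with compounds (up to 57.5 uM final), then stimulated with LPS (250 ng/mL final) plus ATP (1.25 mM final); secreted IL-1B measured by AlphaLISA after 16 hr, decreased signal indicating inhibition.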
HT1080 IDH1KD tx: toxicity to HT-1080 IDH1 knockdown cells (counter line); Potency, µM (series often up to 46.1 µM), for inactives: at the highest dose activity, negative = toxicity, hits mostly cytotoxic; AID 686971; HT-1080 IDH1 knockdown viability, ATP luminescence, 48 h; 360,000 compounds, 2% hits;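 also: potency is read from the fitted curve at half-maximal effect; 0% = DMSO wells and -100% = cell-free medium wells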
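In this qHTS, HT-1080 cells depleted of IDH1 are exposed for 48 h at 37 °C to compound titrations. Toxicity is scored from CellTiter-Glo luminescence, with DMSO as full viability and medium alone as none.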
HT1080-NT tox: kills 2HG-producing HT-1080-NT fibrosarcoma cells | 360,000 compounds, 1.6% hits | HT-1080-NT fibrosarcoma viability, CellTiter-Glo ATP luminescence, 48 h | Potency, µM (highest dose often 46.1 µM), without a hit: top-dose activity, negative = less viability, most hits filed as cytotoxic;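 also: NT is the 2HG producing partner of a matched IDH1 knockdown line; potency is read from the fitted curve at half-maximal effect; 0% = DMSO-treated cells and -100% = media-only wells without cells; nearly all actives have a fitted effect of over 55% in size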
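Viability of the 2HG-overproducing fibrosarcoma line after 48 hours of compound exposure at 37 degrees C was determined by luminescence with CellTiter-Glo, and concentration-effect curves were then fitted and categorized.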
S2 tox: cell viability loss in ATXN counter-screen; AID 651635; Potency, µM (doses to about 56.7 µM), actives largely listed as cytotoxic; 400,000 compounds, 0.49% hits; S2 cells (HEK-293 line with an ATXN2-luciferase reporter) viability, CellTiter-Fluor protease fluorescence, 24 h; also: potency is read from the fitted curve at half-maximal effect; nearly all actives have a fitted effect of over 40% in size
ATXN2 expr inh: ATXN2 expression inhibition | Potency, µM (top dose mostly 57 µM), for inactives: at the top dose activity change, negative = inhibition, most hits filed as inhibitors | HEK-293 ATXN2-luciferase reporter, luminescence, 24 h | AID 1745845 | 360,000 compounds, 0.72% hits; also: potency is read from the fitted curve at half-maximal effect; % is scaled to controls: 0 for no effect and ±100 for the full control effect; nearly all actives have a fitted effect of over 55% in size
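ATXN2-luciferase reporter cells (luciferase flanked by upstream and downstream ATXN2 gene portions) were treated 24 h at 37 °C with compounds at up to 57 uM. SteadyGlo luminescence gave expression; GF-AFC fluorescence gave viability.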
KB-V1 cytotox: KB-V1 MDR subline cytotoxicity | KB-V1 MDR cells viability, CellTiter-Glo, 72 h | Potency, µM (highest dose often 46.1 µM), for inactives: at the highest dose activity change, negative = cytotoxicity, most hits filed as cytotoxic | 400,000 compounds, 3.4% hits; also: potency is read from the fitted curve at half-maximal effect; % is scaled to controls: 0 for no effect and ±100 for the full control effect; nearly all actives have a fitted effect of over 60% in size
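KB-V1 cells (P-gp-expressing MDR subline of KB-3-1) in phenol-red-free DMEM with 10% FBS were exposed to library compounds over a concentration series for 72 h at 37 degrees C. Viability read by CellTiter-Glo luminescence; concentration-effect curves fitted after normalization.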
KB-3-1 cytotox: KB-3-1 parental cell cytotoxicity; 400,000 compounds, 1.4% hits; Potency, µM (series often up to 46.1 µM), for the others: at the top dose activity change, negative = cytotoxic, actives largely listed as cytotoxic; AID 1347075; KB-3-1 viability, CellTiter-Glo ATP luminescence, 72 h; also: potency is read from the fitted curve at half-maximal effect; % is scaled to controls: 0 for no effect and ±100 for the full control effect; nearly all actives have a fitted effect of over 60% in size
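Screening of KB-3-1 cells (DMEM, 10% FBS, phenol-red free) ran from lowest to highest compound concentration; after 72 h at 37 °C viability was read luminescently and curves fitted.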
MCF10A rereplic: inducers of DNA re-replication in MCF 10A breast cells; MCF 10A DNA re-replication, Hoechst nuclear intensity, 48 h; Potency, µM (titrated, usually from 46.1 µM), without a hit: at the top dose activity, positive = re-replication, most hits filed as activators; 350,000 compounds, 2.9% hits; AID 624296; also: potency is read from the fitted curve at half-maximal effect; % of control where 0% means no effect; nearly all actives have a fitted effect of over 50% in size
SW480 rerep: inducers of DNA re-replication in SW480 colon cancer cells; SW480 DNA re-replication, Hoechst DNA content imaging, 48 h; Potency, µM (top dose mostly 46.1 µM), for the others: at the highest dose re-replication activation, usual class: activators; 340,000 compounds, 1.8% hits; AID 624297; also: potency is read from the fitted curve at half-maximal effect; % of control where 0% means no effect; nearly all actives have a fitted effect of over 55% in size
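Readout is total intensity of Hoechst-stained nuclei, excited at 405 nm and collected at 500-530 nm. Compound treatment lasted 48 hr at 37 C in 5% CO2 before staining.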
Numbers without * were called inactive; i = inactive; ? = inconclusive; / = not tested or not shown; [ ] = dose if it differs, or a comment. Unless noted, calls follow the shape of the dose curve; as a rule, active = well fitted curve in the direction sought with a large enough effect; inconclusive = small, poorly fitted or top-dose-only effect, or another doubt; inactive = no such curve, though single readings can be large; an effect the other way counts as inactive or inconclusive.

SMILES | HT1080-NT tox | SW480 rerep | S2 tox | IL1B secr inh | ATXN2 expr inh | HT1080 IDH1KD tx | MCF10A rereplic | KB-3-1 cytotox | KB-V1 cytotox
O=C(NCCc1ccccc1)c1ccc(OCCOc2ccccc2)cc1 | 13%[9.24 µM] | -1% | i | -1 | -2% | -25% | -4% | 0% | -3%
O=C(Nc1ccc(Cl)cc1)N(CCCN1CCOCC1)Cc1cccs1 | -25% | 0% | i | -7 | 0% | -4% | 5% | 1% | 7%
O=C1N(Cc2ccc3c(c2)OCO3)c2ccccc2C1(O)c1c[nH]c2ccccc12 (stereo not given) | -17% | 4% | i | -9 | 2% | -12% | 7% | 0% | 0%
Cc1cccc(C(=O)Oc2ccccc2C2C[C@]3(C)CC(=O)NC3N2C(=O)c2cccc(C)c2)c1 (stereo not given in full) | -13% | -2%[9.22 µM] | ? | -22 | 2% | -2% | -5% | -2% | -4%
Cc1ccc(NC2=C/C(=N/S(=O)(=O)c3cccs3)c3ccccc3C2=O)cc1 | 2.9µM* | ? | 7.9µM* | -89* | 7.9µM* | 4.1µM* | 8.2µM* | 2.3µM* | ?
CCCNc1nc2c(c(=O)[nH]c(=O)n2C)n1Cc1cccc(Br)c1 | -6% | -15% | i | -4 | 30% | -5% | 8% | 0% | ?
COc1ccccc1C1CC(=O)Oc2cc(C)cc(C)c21 (stereo not given) | 10% | 21% | i | 31 | 1% | 6% | -5% | 16% | 19%
CCn1ccnc1CN1CCCC(CO)(Cc2cccc(OC)c2)C1 (stereo not given) | 5% | -2% | i | 13 | -12% | 5% | 4% | -13% | ?
COc1ccccc1S(=O)(=O)Cc1ccc(C(=O)N2CCN(c3ccccn3)CC2)o1 | -9% | 2% | i | -15 | -19% | -4% | ? | -7% | 0%
CCOC(=O)CSc1nnc(Cn2nnc(-c3ccccc3)n2)n1C | 6% | -2% | i | 10 | 0% | -4% | ? | 3% | -1%
COc1cc(-c2nc(C)c(C(C)=O)n2O)ccc1OCC(=O)Nc1ccc(Cl)cc1 | -3% | 1% | i | -9 | / | -4% | -1% | -23% | 0%
Cc1cn([C@H]2C[C@H](O)[C@@H](CNC(=O)[C@H](N)Cc3cscn3)O2)c(=O)[nH]c1=O | 0% | / | i | 10 | 0% | 4% | / | 8% | 12%
COc1ccc(CN2CCN(CCc3ccccc3)C(CCO)C2)c(Cl)c1OC (stereo not given) | -10% | -1% | ? | 25 | -29% | -5% | ? | ? | -22%
CCS(=O)(=O)N1CCCC(c2nc(-c3cccc(OC)c3)no2)C1 (stereo not given) | 4% | -6% | i | -5 | 16% | 2% | 0% | 5% | 0%
Cc1ccc(S(=O)(=O)N2CCC3(CC2)OCCO3)cc1 | 9% | -1% | i | 7 | -9% | 1% | 4% | -8% | -3%
COc1ccc(-c2nc(SCC(=O)Nc3cc(C)on3)n[nH]2)cc1 | -1% | 7% | ? | -10 | 29% | -1% | ? | 5% | 2%
Cc1ccccc1-c1ccc(Nc2ccc(N3CCOCC3)cc2)nn1 | -1% | -2% | ? | -10 | 7% | -26% | 16% | 16% | 21µM*
CCOc1ccc2c(C)nc(NC3=NC(C)(C)C=C(C)N3)nc2c1 | ? | 12%[9.22 µM] | ? | -14 | -35% | ? | 1% | ? | -26%
Cc1ccc(C2CC(=O)Nc3sc(C(N)=O)c(N)c32)cc1 (stereo not given) | 7% | -5% | i | 0 | -6% | -1% | -4% | 2% | -5%
COCCC(=O)N1CCOCC1c1cc(C(=O)NCc2ccccc2)no1 (stereo not given) | ? | / | i | 35 | 11% | 16% | / | 0% | 6%
CC1CCCCC12NC(=S)N(c1ccccc1)N2 (stereo not given) | 11% | 12% | i | 0 | -1% | 15% | ? | 0% | 12%
Nc1nc2c(ncn2[C@@H]2O[C@H](CNC(=O)[C@H](N)Cc3cncn3COCc3ccccc3)[C@@H](O)[C@H]2O)c(=O)[nH]1 | 9% | / | i | 6 | 1% | 18% | / | 0% | 13%
Cc1ccc(C)c(N(CC(=O)NC2CCCC2)C(=O)c2cc3cc4cc(C)ccc4nc3s2)c1 | 18% | 13% | ? | 19 | 5% | -13% | -5% | -11% | ?
CCOC(=O)[C@@H]1[C@H]2COc3ccc(Br)cc3[C@@H]2N2C(=O)N(c3ccc(Cl)cc3)C(=O)[C@@]12C | -14% | -4% | i | 0 | -8% | -13% | ? | ? | -21%
CCN(CC)CCCn1c(SCC(=O)Nc2cccc(F)c2)nnc1-c1ccoc1C | 0% | 1% | i | -7 | -2% | 5% | 2% | 1% | -18%
O=C(/C=C/C(=O)NCc1cccs1)NCc1cccs1 | 0% | 5% | i | -3 | 4% | 14% | ? | 6% | -2%
Cc1nonc1OCC(C)(COc1nonc1C)NC(=O)c1ccccc1 | -1% | 0% | i | 6 | -4% | -3% | 7% | 14% | 18µM*
CCN(CC)S(=O)(=O)c1ccc(C(=O)NCCc2ccccn2)cc1 | 8% | -8% | i | 32 | 28% | 7% | -2% | 15% | 0%
c1ccc(Cn2c[n+](Cc3ccccc3)c3ccccc32)cc1 | ? | -1% | i | -4 | / | ? | 1% | 23µM* | -19%
CC1(C)CC(=O)C=C(c2ccc(-c3cnc4ccccc4c3)cc2)C1=O | 2% | / | 7.9µM* | -4 | ? | 7% | / | 25% | 24%
O=S(=O)(Nc1ccc(-c2ccc(N3CCCCC3)nn2)cc1)c1ccc(OC(F)(F)F)cc1 | / | / | ? | / | -9% | / | / | -9% | ?
Cn1c(=O)c2c(nc(CN3CCCCC3)n2CCCc2ccccc2)n(C)c1=O | -8% | -3% | i | 12 | -24% | -2% | 16% | -26% | ?
CCOCCCNC(=O)C1CCN(c2cc(C)nc3c(-c4ccc(Cl)cc4)c(C)nn23)CC1 | / | / | i | / | 1% | / | / | 30% | ?
O=C(Nc1nnc(-c2cccs2)s1)C1CC1 | -13% | 1% | i | 14 | 30% | 3% | 0% | ? | -2%
CCCCCCCCN1C(=O)[C@H](CC(=O)NCc2ccccc2)C[C@@]2(C(=O)OCC)CCCC=C12 | ? | / | ? | -72* | ? | ? | / | -22% | ?
Cc1cc(Cl)c2ccc(Cl)cc2n1 | 18% | 1% | i | -15 | 9% | 17% | 1% | ? | 14%
O=C(OCCCOc1ccc(F)cc1)c1ccc(O)cc1O | 1% | 0% | i | i | 0% | -2% | ? | 2% | -26%
COc1ccc(S(=O)(=O)NC(=O)C2(C)CCN2C(=O)CCc2ccc(Cl)cc2Cl)cc1 (stereo not given) | 0% | / | i | 35 | -8% | 8% | / | 0% | 4%
O=C(NCCCN1CCN(c2ccccc2)CC1)C1CCCN(c2ncnc3c2nc2n3CCCCC2)C1 (stereo not given) | 15% | 26% | ? | 10 | -20% | 2% | ? | -18% | -26%
O=c1c2cc(Cl)ccc2[nH]c(=S)n1Cc1ccco1 | 7.9µM* | ? | i | 40 | -8% | 11µM* | 21% | 2% | -10%
Cc1ccc(C)c(NCC(=O)NNC(=S)Nc2ccccc2)c1 | 1% | 5% | i | 15 | 0% | 9% | -22% | 1% | 0%
O=C(CSc1nc2sc3c(c2c(=O)[nH]1)CCCC3)Nc1ccccc1F | / | / | i | / | 8% | / | / | -5% | -11%
Cc1ccc(-c2nnn(CC(=O)O)n2)cc1 | 15% | 1% | i | 11 | -8% | 1% | 0% | -4% | 12%
CSc1ccccc1NC(=O)CN(C)CC(=O)Nc1ccccc1F | 1% | -28% | i | -1 | -4% | 19% | 9% | 1% | ?
CCCCN1C(=S)NC[C@@H]1Cc1cccc2ccccc12 | 4% | -2% | i | 13 | 3% | 0% | 2% | 7% | -9%
CNC(=S)N(CCc1c(C)[nH]c2ccc(F)cc12)Cc1cccnc1 | 15% | -22% | i | 8 | / | -4% | 0% | -9% | -5%
CC1CCCCN1C(=O)Cn1nnc(-c2cccnc2)n1 (stereo not given) | 5% | 3% | i | 15 | 2% | 4% | ? | -6% | 9%
COCCNC(=O)c1ccc(N2CC3CC(C2)c2cccc(=O)n2C3)c(NC(=O)c2ccc(F)cc2)c1 (stereo not given) | 12% | -3% | i | -17 | 12% | 13% | -4% | 7% | 2%
COc1ccc(NC(C)C(=O)N2CCN(Cc3ccccc3)CC2)cc1 (stereo not given) | -13% | -12% | i | ? | -3% | 8% | 0% | 0% | 0%
COCC(C)(C)COS(N)(=O)=O | 20% | -1% | i | 19 | 14% | 15% | 6% | 11% | 21%
Cc1ccc(Cl)c(OCC(=O)Nc2cccnc2)c1 | 27% | -1% | i | ? | 30% | ? | -49%[inhibitor] | 14% | 10%
Cc1ccccc1NS(=O)(=O)c1ccc(OCC(=O)NCc2ccco2)cc1 | -10% | -1% | i | -22 | 2% | 1% | -3% | -13% | ?
O=C(CCCN1C(=O)/C(=C/c2cccs2)SC1=S)Nc1ccc(O)cc1 | ? | ? | ? | -71* | 45%[activator] | ? | ? | -28% | ?
CCOC(=O)c1cc2c(=O)n3ccccc3nc2n(CCCOC)c1=NC(=O)c1cc2ccccc2o1 | / | / | i | / | -3% | / | / | 2% | -2%
CSc1ccccc1OCc1cc(C(=O)NCc2ccc(C)s2)no1 | -2% | 14% | i | -8 | 20% | 2% | -11% | / | /
CCN(CC)C(=O)CSc1nnc([C@@H](N)C(C)C)o1 | -4% | 0% | i | 5 | 9% | 0% | 0% | 2% | 11%
CCn1c(=O)c2c(nc(SCC(=O)NC3CCCC3)n2C)n(C)c1=O | -2% | -6% | i | 7 | -6% | 8% | -3% | 7% | 1%

Copied from the list:
O=C(Nc1nnc(-c2cccs2)s1)C1CC1 in SW480 rerep is entered as 1%
Cc1ccc(-c2nnn(CC(=O)O)n2)cc1 in MCF10A rereplic is entered as 0%
